Bioassay records deposited in PubChem BioAssay by National Center for Advancing Translational Sciences (NCATS).
KDM5B inhibitor = inhibitors of human KDM5B histone demethylase | 220,000 compounds, 2.6% hits | KDM5B demethylase, FDH-coupled NADH fluorescence (FDH is formaldehyde dehydrogenase) | Potency, µM (top dose mostly 57.7 µM), without a hit: top-dose activity change, negative = inhibition, most hits filed as inhibitors | Q9UGL1; active means well fitted inhibition curve with a large enough effect; inconclusive means small, poorly fitted or top-dose-only effect; inactive means no such curve, though single readings can be large or run the other way; further: 0% is about no effect; nearly all actives have a fitted effect of over 70% in size
Target sequence (Q9UGL1 whole entry, looked up): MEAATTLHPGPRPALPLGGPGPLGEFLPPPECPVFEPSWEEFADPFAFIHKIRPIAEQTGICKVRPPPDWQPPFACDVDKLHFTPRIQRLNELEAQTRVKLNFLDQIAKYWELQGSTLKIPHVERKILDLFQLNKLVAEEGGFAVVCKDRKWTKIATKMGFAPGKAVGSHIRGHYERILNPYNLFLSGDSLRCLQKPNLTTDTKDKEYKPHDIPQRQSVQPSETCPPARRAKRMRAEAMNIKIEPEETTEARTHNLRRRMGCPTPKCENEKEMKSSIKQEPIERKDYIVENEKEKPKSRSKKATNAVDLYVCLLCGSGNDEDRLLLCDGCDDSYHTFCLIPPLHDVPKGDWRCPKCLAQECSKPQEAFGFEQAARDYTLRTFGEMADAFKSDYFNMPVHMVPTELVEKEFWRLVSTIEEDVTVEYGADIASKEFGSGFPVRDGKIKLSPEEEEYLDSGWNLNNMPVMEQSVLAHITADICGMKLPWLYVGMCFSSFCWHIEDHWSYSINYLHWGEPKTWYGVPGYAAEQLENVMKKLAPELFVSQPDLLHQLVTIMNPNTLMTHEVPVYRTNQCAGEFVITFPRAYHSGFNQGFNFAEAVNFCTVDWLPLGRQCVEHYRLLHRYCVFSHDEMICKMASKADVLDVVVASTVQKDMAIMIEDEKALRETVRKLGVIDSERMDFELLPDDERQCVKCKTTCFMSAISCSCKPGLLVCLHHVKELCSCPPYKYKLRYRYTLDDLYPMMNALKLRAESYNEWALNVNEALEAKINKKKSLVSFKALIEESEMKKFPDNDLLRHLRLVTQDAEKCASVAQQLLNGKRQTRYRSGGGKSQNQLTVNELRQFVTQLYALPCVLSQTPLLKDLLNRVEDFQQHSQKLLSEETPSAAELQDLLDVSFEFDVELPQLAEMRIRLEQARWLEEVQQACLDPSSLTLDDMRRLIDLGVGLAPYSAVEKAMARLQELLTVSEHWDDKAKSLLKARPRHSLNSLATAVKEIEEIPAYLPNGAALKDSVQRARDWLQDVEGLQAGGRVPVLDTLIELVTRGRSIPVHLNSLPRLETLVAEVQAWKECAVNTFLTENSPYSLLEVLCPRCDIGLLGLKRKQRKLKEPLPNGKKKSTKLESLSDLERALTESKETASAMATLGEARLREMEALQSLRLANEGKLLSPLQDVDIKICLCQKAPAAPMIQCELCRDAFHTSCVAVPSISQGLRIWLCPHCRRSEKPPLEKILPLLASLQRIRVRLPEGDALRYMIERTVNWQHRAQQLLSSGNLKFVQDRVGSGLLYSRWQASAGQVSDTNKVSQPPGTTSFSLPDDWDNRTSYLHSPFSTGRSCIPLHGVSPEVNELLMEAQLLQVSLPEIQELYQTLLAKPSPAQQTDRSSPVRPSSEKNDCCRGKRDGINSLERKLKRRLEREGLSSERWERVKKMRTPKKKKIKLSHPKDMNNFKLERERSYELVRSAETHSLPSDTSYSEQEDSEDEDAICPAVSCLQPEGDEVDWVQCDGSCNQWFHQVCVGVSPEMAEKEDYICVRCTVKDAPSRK
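Coupled FDH/NAD⁺ fluorescence readout. KDM5BΔAP 200 nM final; compound titration, 10 min RT preincubation; substrate mix 12.5 µM H3K4me3, 25 µM 2-OG, 50 µM Fe(II), 100 µM ascorbate, 0.25 mM NAD⁺, 0.25 U/mL FDH; ΔRFU over 30 min.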
The depositor's hits bear a star; ? = inconclusive; & = joins results of further samples; [ ] = dose if it differs, or a comment. Potency means the concentration at half of the fitted maximal effect.

| canonical_smiles | KDM5B inhibitor |
| --- | --- |
| NC(=O)CSc1nc2c(oc3ccccc32)c(=O)n1-c1ccccc1F | -11% |
| COc1ccc2ccccc2c1/C=N/NC(=O)c1cc(C)[nH]n1 | -19% |
| Cc1nc(N2CCC(C(=O)Nc3cccc(Br)c3)CC2)c2c(C)c(C)oc2n1 | -8% |
| Cc1cc(C(=O)O)ccc1-c1ccc(C=O)o1 | ? |
| COCC(=O)N1c2ccccc2CC1c1noc(C(C)C)n1 (stereo unspecified) | -16% |
| COc1ccc(/C=N/OCC(=O)Nc2cccc(C(F)(F)F)c2)cc1 | -29% |
| CCN(CC(=O)NCc1ccc(Cl)cc1)C(=O)COc1ccc(C)cc1C | 19% |
| O=C(CCC1N=C2c3ccccc3N=C(SCc3ccc(Cl)cc3)N2C1=O)NCc1cccs1 (stereo unspecified) | -11% |
| Cc1ccsc1CN1CC(Oc2cccc(C(=O)NCC3CC3)c2)C1 | 0% |
| COc1ccc(C2=NOC3(CCCN(C(=O)c4ccccc4)C3)C2)cc1 (stereo unspecified) | 12%[115 µM] |
| CCCOc1ccc(CNC(=O)C(C)C2CCOCC2)cc1 (stereo unspecified) | ? |
| CN1CC(=O)N(c2ccccc2)Cc2c(NC3CC3)ncnc21 | ? |
| O=C(CC1SCCNC1=O)Nc1ccc(F)c(Cl)c1 (stereo unspecified) | -4% |
| CC(Nc1ccc(C(F)(F)F)cc1[N+](=O)[O-])c1ccccn1 (stereo unspecified) | 4% |
| Cc1ccc(NC(=O)Cn2c(=O)n(Cc3nc(-c4ccccc4)no3)c(=O)c3ccccc32)cc1C | 2%&-9% |
| COc1ccc(NC(=O)c2cn(CC(C)C)c(=O)c3cc(OC)c(OC)cc23)cc1Cl | 0% |
| CC(NC(=O)CCc1c[nH]c2ccccc12)c1ccc(Cl)cc1 (stereo unspecified) | ? |
| O=C(Nc1nnc(S(=O)(=O)N2CCOCC2)s1)c1ccc(F)cc1 | 8% |
| O=C1/C(=C/c2ccc3ccccc3c2)CCC1C1CCCC1 (stereo unspecified) | 1% |
| COc1ccc(CN2CCN(C(=O)c3cc4c(s3)CCCC4)CC2)cc1OC | 12% |
| CCOC(=O)c1nccn1Cc1nc(-c2ccccc2OCC)oc1C | -29% |
| Cc1ccc(CCNC(=O)c2cc(-c3ccc(Cl)cc3)n[nH]2)cc1 | 22% |
| O=C(CCC[C@@H]1[C@H]2CCCN3CCC[C@@H](CN1C(=O)c1cc(F)ccc1F)[C@@H]23)N1CCOCC1 | -17% |
| CC(C)CCN1C(=O)CC[C@]2(C(=O)N(C)CCc3ccccn3)CCCC[C@@H]12 | -9% |
| COc1ccc(CCNC(=O)CCCn2c(=O)c3cccn3c3cccnc32)cc1OC | -15% |
| COC(=O)CN1C(=O)[C@@H]2C[C@@H](O)CN2C2(CN(Cc3ccncc3)C2)C1=O | ? |
| CC1=NNC(=O)C1CC(=O)N/N=C/c1ccncc1 (stereo unspecified) | 3% |
| Fc1ccc(NN=C2c3ccccc3-c3ccccc32)c(F)c1 | 19% |
| CC1(C)C(=O)N(Cc2ccc(O)cc2)[C@H]2CN(CC3CCOC3)C[C@H]2[S+]1(=O)[O-] (stereo partly specified) | -23%[86.2 µM] |
| O=C(CCc1nnc(COc2ccccc2)o1)NC1(c2ccccc2)CC1 | 27% |
| COc1ccc(OC)c(S(=O)(=O)N[C@H]2CO[C@H]3[C@@H]2OC[C@H]3OC(=O)Nc2ccc(C(C)=O)cc2)c1 | -8% |
| COc1ccc(C(=O)NCC(=O)N2CCN(c3ccccn3)CC2)c(C)c1 | 22µM* |
| C[S+](=O)([O-])N1Cc2ccccc2CC2(CCCN(CC3CCCCC3)C2)C1 (stereo unspecified) | 27%[115 µM] |
| CCCCNC(=O)CCc1c(C)nc2c(c(C)nn2-c2ccccc2)c1C | ? |
| O=C(NCC(=O)N1CCc2ccccc21)NCc1ccccc1 | 6% |
| COc1cccc(CN2C(=O)OC3(CCN(Cc4cccc(C)c4)CC3)C2(C)c2cccnc2)c1 (stereo unspecified) | -21% |
| CC(=O)Nc1c(C)noc1/C=C\c1ccc(C)c(S(=O)(=O)Nc2ccc(C(C)C)cc2)c1 | ? |
| O=C(O)CSCc1ccccn1 | -2% |
| COC(=O)c1ccc(COC(=O)C2(c3ccccc3)CC2)cc1 | -1% |
| COCCN(C)C[C@@H]1CN(C(=O)c2csc(C(C)C)n2)C[C@@H]1CO | -16% |
| CN(C)C[C@@H]1CN(C2CCOCC2)C[C@H]1NC(=O)c1nccc2ccccc12 | ? |
| CN(Cc1ccccc1)C(=O)Nc1ccc(Cl)cc1 | 25% |
| C#Cc1cccc(NC(=O)CCc2ccccc2O)c1 | -15% |
| Cn1c(=O)c2c(nc(Nc3ccc(Cl)c(Cl)c3)n2CC(=O)O)n(C)c1=O | 10% |
| COc1ccc(OCc2nc(-c3ccc(-n4cccc4)cc3)no2)cc1 | ? |
| CCn1c(C2CCN(S(=O)(=O)c3ccc(OC)cc3)CC2)nn(C)c1=O | 4% |
| c1cncc(C2=NOC3(CCN(Cc4cccc5ccccc45)CC3)C2)c1 | -10% |
| Cc1cccc(C(=O)Nc2ccc(OCc3cc(=O)n4c5c(sc4n3)CCCC5)cc2)c1 | -13% |
| CCn1ncc2c(C(=O)Nc3cccc(OC)c3)cc(-c3cccs3)nc21 | ? |
| CCSC(=Nc1ccccc1)N1CCOCC1 | -2% |
| CC1=NS(=O)(=O)N(Cc2ccccc2)C=C1C(=O)OCc1nc(-c2ccccc2C)no1 | -20% |
| N#C/C(=C\c1ccc(-c2ccccc2Cl)o1)c1ccc(Cl)cc1 | -4% |
| O=C(CCC1CCN(Cc2ncc[nH]2)CC1)NC1CCN(Cc2ccccc2)C1 (stereo unspecified) | 2% |
| CCCCNC(=O)CCC(=O)NCc1ccc(F)cc1 | 25% |
| N/C(=N\NS(=O)(=O)c1ccccc1Cl)c1ccccn1 | ? |
| CC(C)(C)CC(C)(C)c1ccc(OCC(=O)Nc2ccc(S(=O)(=O)Nc3ncccn3)cc2)cc1 | 4% |
| CN1CCN(S(=O)(=O)c2ccc(N(C)CCOc3cccc(Cl)c3)nc2)CC1 | 7% |
| Cc1ccc(C(=O)N2CCc3sc(C(=O)NC(C)c4ccccc4)cc3C2)cc1 (stereo unspecified) | -11% |
| COc1ccc2c(CN3CCC(C)CC3)cc(=O)oc2c1 | ? |
| CCS(=O)(=O)N1CCc2cc(C(=O)COc3ccc(C(=O)c4ccc(F)cc4)cc3)ccc21 | 10% |

Continuation.
| canonical_smiles | KDM5B inhibitor |
| --- | --- |
| COCc1noc([C@@H]2CC(F)(F)CN2C(=O)c2cccc(C#N)c2)n1 | -11% |
| O=c1cc(CN2CCN(c3ccccc3)CC2)c2cc(Cl)ccc2o1 | -1% |
| Cc1cccc(NC(=O)COC(=O)COc2ccc3ccccc3c2)c1C | 9% |
| COc1ccc(C(=O)Nc2nc3n(n2)C(c2ccc(F)cc2)C=C(c2ccc(Cl)cc2)N3)cc1 (stereo unspecified) | ? |
| CCc1ccc(S(=O)(=O)c2nnn3c2nc(N2CCN(CC)CC2)c2sccc23)cc1 | -10% |
| CC1CN(C(=O)N2CCC(C(=O)NCc3ccco3)CC2)c2ccccc2O1 (stereo unspecified) | 0% |
| CCc1nnc(NC(=O)c2ccc(Cl)c(S(=O)(=O)N3CCc4ccccc43)c2)s1 | 16% |
| Cc1cc(CS(=O)(=O)Cc2ccccc2Cl)no1 | 11% |
| Cc1ccnc(NS(=O)(=O)c2ccc(NC(=O)c3cc(=O)c4ccc(C)c(C)c4o3)cc2)n1 | -6% |
| CC12CCC(C[N+](C)(C)C1)C2(C)C (stereo unspecified) | -10% |
| CC(C)(C)c1ccc(C(=O)Nc2ccc(C(F)(F)F)oc2=O)cc1 | -27% |
| N#Cc1ccc(S(=O)(=O)N2CCCCCCNC(=O)CC2c2ccccc2)cc1 (stereo unspecified) | 2% |
| COc1ccc(CCNc2nc3c(c(=O)n(C)c(=O)n3C)n2Cc2ccc(F)cc2)cc1OC | ? |
| O=c1c2oc3ccccc3c2n(Cc2ccccc2F)c(=O)n1Cc1ccco1 | 4% |
| O=C(COc1ccccc1)NCC(c1cccs1)S(=O)(=O)c1ccc(Cl)cc1 (stereo unspecified) | -17% |
| O=C(CC(c1cccc(F)c1)c1cn(Cc2ccccc2)c2ccc([N+](=O)[O-])cc12)N1CCCC1 (stereo unspecified) | -31% |
| CC(=O)c1ccc(-n2c(C)c(C(C)=O)c3cc(O)ccc32)cc1 | ? |
| CCOCCCn1c(SCC(=O)Nc2cc(C)ccc2C)nc2c(oc3ccccc32)c1=O | -31% |
| CN1C[C@@H](NC(=O)Nc2ccccc2)C[C@H]1c1nc(-c2ccccc2)no1 | 35µM* |
| CCOc1ccccc1CNC(=O)c1c(C)noc1-c1ccc2c(c1)OCO2 | 28µM* |
| COc1cccc(CNC(=O)Cn2c(=O)[nH]c3c(-c4ccccc4F)c[nH]c3c2=O)c1 | -8% |
| CC(C)CC(=O)N1CCC(N2CC3CC(C2)[C@H]2CCCC(=O)N2C3)CC1 (stereo partly specified) | -18% |
| O=C(Nc1cc(-c2nc3ccccc3o2)ccc1Cl)c1ccc([N+](=O)[O-])o1 | -2% |
| CCCn1c(C)c(CC(=O)N(C)Cc2cccnc2)c2c1CC(C)(C)CC2=O | -28% |
| Cn1c(=O)cc2c3c(c(N4CCCCC4)ccc31)C(=O)c1ccccc1-2 | -25% |
| CC1CCCN(CC2CCCCCN2)C1 (stereo unspecified) | ? |
| COCCOc1ccnc(-c2noc([C@@H]3CCCN3C3CCN(C(C)=O)CC3)n2)c1 | -9%[86.2 µM] |
| N#Cc1cccc(NC(=O)O[C@@H]2CO[C@H]3[C@@H]2OC[C@@H]3n2nnnc2-c2ccc(-c3ccccc3)cc2)c1 | ? |
| CC1=NOC2(CCN(Cc3ccc(C(F)(F)F)cc3)C2)C1 (stereo unspecified) | -13%[86.2 µM] |
| CCOC(=O)N1CCc2c(sc3c2c(=O)n(-c2ccc(CC)cc2)c(=O)n3Cc2cccc(Cl)c2)C1 | 13% |
| COC(=O)C1CCN(C(=O)c2cc(-c3ccccc3)nc3ccccc23)CC1 | 11% |
| Brc1ccc(-c2noc(Cc3ccccc3)n2)cc1 | 22% |
| CC(C)(C)OC(=O)N1CCC(c2c(C(=O)N3CCCCC3)cnn2-c2ccc(Cl)cc2)CC1 | -3% |
| Cc1cccc(Cl)c1NC(=O)N1CCCN(c2nc3ccc(Cl)cc3s2)CC1 | 13% |
| Cn1c(-c2ccc(F)cc2)cc2ccccc21 | ? |
| COc1ccc(CCNC(=O)CN(c2cccc(Cl)c2Cl)S(=O)(=O)c2ccccc2)cc1 | 5% |
| Cn1c(C(=O)Nc2cccc(C(F)(F)F)c2)cc2c(=O)n3ccccc3nc21 | ? |
| COc1cc(SC)ccc1C(=O)N[C@@H]1C=C(C(=O)N[C@H](Cc2ccccc2)C(N)=O)C[C@@H](O)[C@@H]1O | -25% |
| COC(=O)c1cc(OCc2cccc(Br)c2)cc(C(=O)OC)c1 | 22% |
| CC(OC(=O)c1sc2cc(F)ccc2c1Cl)C(N)=O (stereo unspecified) | 18% |

Sorted by the number under KDM5B inhibitor (largest number first): 3 of the compounds above
| canonical_smiles | KDM5B inhibitor |
| --- | --- |
| COC(=O)c1cc(OCc2cccc(Br)c2)cc(C(=O)OC)c1 | 22% |
| COC(=O)C1CCN(C(=O)c2cc(-c3ccccc3)nc3ccccc23)CC1 | 11% |
| Cn1c(=O)cc2c3c(c(N4CCCCC4)ccc31)C(=O)c1ccccc1-2 | -25% |

(more compounds)
| canonical_smiles | KDM5B inhibitor |
| --- | --- |
| C[N+]1(Cc2c(Cl)cccc2Cl)CCN(/C=C/C(=O)C(F)(F)F)CC1 | -20% |
| CC(=O)c1cc2c(cc1NC(=O)CSc1nnc(C3CC3)n1Cc1ccccc1)OCO2 | ? |
| Cc1noc(C)c1CN1CCNc2cc(Nc3cccnc3)ncc2C1 | -32%[86.2 µM] |
| O=C(Nc1cccc(-c2cscn2)c1)C1CCN(C(=O)C2CCCO2)CC1 (stereo unspecified) | 0% |
| COc1ccc(Cl)cc1C(=O)N(C)C1CCc2nnc(C)n2CC1 (stereo unspecified) | -27% |
| S=C1NCN(C2CCCCC2)CN1CCc1ccccc1 | -3% |
| COc1ccc(CCCC(=O)N2CCC3(CCCNC3)C2)cc1 (stereo unspecified) | -17% |
| Cc1ccc(S(=O)(=O)N2CCN(C(=O)NCC3CN(CC(C)C)CCO3)CC2)cc1C (stereo unspecified) | 10% |
| Cc1ccc(NC(=O)Cn2c(=O)n(-c3ccccc3)c(=O)c3ccc(C(=O)NCc4ccc5c(c4)OCO5)cc32)cc1 | ? |
| COc1cccc(CNC(=O)C2CCN(c3cn[nH]c(=O)c3)C2)c1OC (stereo unspecified) | 16% |
| CC1(CCCCc2ccccc2)COc2ccc(C(=O)NC3CCOCC3)cc2N1 (stereo unspecified) | 35µM* |
| Cc1ccc2c(c1)CC(C)N2S(=O)(=O)c1nnc(NC(=O)CC(C)C)s1 (stereo unspecified) | -20% |

In the list so far, these contain two or more sulfur atoms.
| canonical_smiles | KDM5B inhibitor |
| --- | --- |
| O=C(CCC1N=C2c3ccccc3N=C(SCc3ccc(Cl)cc3)N2C1=O)NCc1cccs1 (stereo unspecified) | -11% |
| O=C(Nc1nnc(S(=O)(=O)N2CCOCC2)s1)c1ccc(F)cc1 | 8% |
| CCc1ccc(S(=O)(=O)c2nnn3c2nc(N2CCN(CC)CC2)c2sccc23)cc1 | -10% |
| CCc1nnc(NC(=O)c2ccc(Cl)c(S(=O)(=O)N3CCc4ccccc43)c2)s1 | 16% |
| O=C(COc1ccccc1)NCC(c1cccs1)S(=O)(=O)c1ccc(Cl)cc1 (stereo unspecified) | -17% |
| Cc1ccc2c(c1)CC(C)N2S(=O)(=O)c1nnc(NC(=O)CC(C)C)s1 (stereo unspecified) | -20% |

The list is partial (hit frequency here may not be typical).
